Bioassay records from PubChem BioAssay.
RXFP1 agonist – activates the human relaxin receptor RXFP1 | Q9HBX9 | HEK293T-RXFP1 cAMP TR-FRET, 30 min; response scale: percent of porcine relaxin response, buffer zero | Potency, µM (top dose mostly 57.5 µM), for inactives: at the top dose activation, most hits filed as activators | 370,000 tested, 0.3% active | AID 2676; also: % is scaled to controls: 0 for no effect and ±100 for the full control effect; nearly all actives have a fitted effect of over 60% in size; many of its hits are not listed in these tables
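HEK293 cells stably expressing RXFP1, treated 30 min at 37C with compounds plus PDE4 inhibitor Ro 20174; cAMP measured by HTRF TR-FRET. Normalized to buffer and 29 nM porcine relaxin; EC50 by Hill fit.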
USP1-UAF1 inh – USP1/UAF1 (human) deubiquitinase inhibition | O94782 | recombinant USP1/UAF1, Ub-Rhodamine cleavage fluorescence | Potency, µM (highest dose often 57.1 µM), for inactives: at the highest dose activity change, negative = inhibition, usual class: inhibitors | 390,000 tested, 0.23% active; also: % is scaled to controls: 0 for no effect and ±100 for the full control effect; nearly all actives have a fitted effect of over 60% in size; inactives centre near -12
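USP1/UAF1 complex (1 nM) preincubated 15 min at room temperature with compound, then Ub-Rho substrate (150 nM final) added. Kinetic fluorescence at 480/540 nm over 6 reads at 60 s intervals; 50 mM HEPES pH 7.8, 0.5 mM EDTA, 0.1 mg/ml BSA, 1 mM TCEP, 0.01% Tween-20.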
Vif-APOBEC3G blk – inhibitors of Vif-APOBEC3G interaction. Potency, µM (top dose mostly 46.1 µM), without a hit: top-dose activity, negative = active, usual class: inhibitors. HeLa A3G-eYFP + Vif (tagged APOBEC3G with the HIV-1 protein that degrades it), YFP fluorescence, overnight. 410,000 tested, 0.076% active. Q9HC16. AID 602310;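 also: % is scaled to controls: 0 for no effect and ±100 for the full control effect; nearly all actives have a fitted effect of over 60% in size; hits raise eYFP signal because A3G escapes Vif-driven loss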
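HeLa cells stably expressing Vif and C-terminally eYFP-tagged A3G, seeded overnight at 37 deg C, then exposed to compound by pintool overnight at 37 deg C. Rise in yellow fluorescence (Ex 488/Em 500-530, Acumen) marks blocked Vif-driven A3G degradation.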
TrxR1 inh – rat TrxR1 inhibition | O89049 | recombinant rTrxR1, NADPH fluorescence consumption, selenite substrate | Potency, µM (highest dose often 114 µM), inactives show at the top dose activity change, negative = inhibition, usual class: inhibitors | 390,000 tested, 1% active | AID 588453; also: % is scaled to controls: 0 for no effect and ±100 for the full control effect; nearly all actives have a fitted effect of over 65% in size
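Rat TrxR1 (90 nM in the dispensed reagent) was pre-reduced with 400 uM NADPH for 5 min at room temperature, then incubated with compound for 15 min. After 400 uM selenite was added, NADPH fluorescence (Ex 340/Em 450 nm) was followed for 8 min.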
12-LOX inh – blocks human arachidonate 12S-lipoxygenase. P18054. Potency, µM (highest dose often 108 µM), for inactives: at the top dose activity change, negative = inhibition, hits mostly inhibitors. 580,000 tested, 1.1% active. purified 12hLO, xylenol orange hydroperoxide absorbance; also: % is scaled to controls: 0 for no effect and ±100 for the full control effect
Target sequence (P18054 whole entry, looked up): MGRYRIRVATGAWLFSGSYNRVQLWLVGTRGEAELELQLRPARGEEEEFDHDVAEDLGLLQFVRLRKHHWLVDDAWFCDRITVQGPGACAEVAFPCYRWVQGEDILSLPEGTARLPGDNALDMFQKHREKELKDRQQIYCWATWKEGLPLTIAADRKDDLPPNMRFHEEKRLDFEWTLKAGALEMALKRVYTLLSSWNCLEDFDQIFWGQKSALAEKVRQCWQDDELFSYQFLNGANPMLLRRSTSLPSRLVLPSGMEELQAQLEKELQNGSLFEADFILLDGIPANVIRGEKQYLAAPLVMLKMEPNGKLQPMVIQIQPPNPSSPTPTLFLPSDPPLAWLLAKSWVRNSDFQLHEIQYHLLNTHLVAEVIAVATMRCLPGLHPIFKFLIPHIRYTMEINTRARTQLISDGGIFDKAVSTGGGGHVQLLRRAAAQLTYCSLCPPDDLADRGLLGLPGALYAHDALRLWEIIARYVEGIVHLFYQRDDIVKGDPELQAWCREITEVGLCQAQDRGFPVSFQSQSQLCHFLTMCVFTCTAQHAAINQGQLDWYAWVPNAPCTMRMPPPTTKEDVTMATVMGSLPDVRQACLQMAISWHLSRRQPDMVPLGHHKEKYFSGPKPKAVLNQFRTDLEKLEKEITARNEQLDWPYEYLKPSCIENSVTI
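Purified human 12hLO (150 nM final) in 25 mM Hepes, 0.01% Triton X-100, pH 7.0 was preincubated 15 min at room temperature with compound. Then 40 uM arachidonic acid was added, 30 min. Hydroperoxide was read by Fe-XO absorbance ratio 573/405 nm.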
Vif-APOBEC3F blk – inhibitors of Vif-A3F interaction; 390,000 tested, 0.2% active; HeLa A3F-eYFP + Vif (tagged APOBEC3F with the HIV-1 protein that degrades it), YFP fluorescence increase; Potency, µM (titrated, usually from 46.1 µM), without a hit: top-dose activity, negative = active; also: % of control where 0% means no effect; nearly all actives have a fitted effect of over 65% in size
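HeLa cells stably expressing A3F-eYFP plus Vif, plated and incubated overnight at 37 deg C, then exposed to compounds overnight at 37 deg C. Blocked degradation read as raised yellow fluorescence (Ex 488/Em 500-530).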
mIDH1 inhibitor – human IDH1 R132H inhibition | O75874 | IDH1-R132H enzyme, NADPH consumption, diaphorase/resazurin fluorescence | Potency, µM (titrated, usually from 76.6 µM), without a hit: at the highest dose activity change, negative = inhibition, hits mostly inhibitors | 390,000 tested, 0.093% active | AID 602179; also: % is scaled to controls: 0 for no effect and ±100 for the full control effect; nearly all actives have a fitted effect of over 65% in size
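IDH1-R132H (0.5 ug/mL dispensed) in pH 7.5 Tris buffer was preincubated 30 min with compound, then given a substrate mix of 0.016 mM NADPH and 2 mM alpha-KG for 80 min at room temperature; remaining NADPH was read by diaphorase/resazurin fluorescence.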
TrxR1 substrate – rat thioredoxin reductase 1 substrate activity; O89049; purified TrxR1 substrate turnover, NADPH consumption readout; Potency, µM (top dose mostly 114 µM), for the others: top-dose activity change, negative = substrate turnover; 390,000 tested, 0.01% active; AID 588456; also: % is scaled to controls: 0 for no effect and ±100 for the full control effect; nearly all actives have a fitted effect of over 50% in size
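Rat TrxR1, dispensed at 90 nM, was prereduced with 400 uM NADPH (final) for 5 min at ~22 deg C, then incubated with compound 15 min before 400 uM selenite. A first-read NADPH fluorescence drop versus no-compound background flagged substrates.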
RGS4 inh – inhibitors of human regulator of G protein signaling 4; P49798; Transcreener GDP fluorescence polarization, RGS4-accelerated GTP hydrolysis; Potency, µM (series often up to 114 µM), without a hit: at the highest dose activity change, negative = inhibition, usual class: inhibitors; 390,000 tested, 0.039% active; also: % is scaled to controls: 0 for no effect and ±100 for the full control effect; nearly all actives have a fitted effect of over 75% in size; some results filed as inactive show a strong effect at the top dose
Target sequence (P49798 whole entry, looked up): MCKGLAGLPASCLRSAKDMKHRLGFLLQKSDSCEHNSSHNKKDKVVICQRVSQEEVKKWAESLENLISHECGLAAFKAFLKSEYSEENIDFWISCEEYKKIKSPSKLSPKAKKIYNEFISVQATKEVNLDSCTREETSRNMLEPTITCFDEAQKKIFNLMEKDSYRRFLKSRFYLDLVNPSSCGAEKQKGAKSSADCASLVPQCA
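MLSMR compounds (23 nl, pin-transferred) preincubated 10 min at room temperature with a 500nM (2x) first reagent, then RGS4 at 900nM (2x) plus Transcreener GDP mix added; fluorescence polarization (620/688 nm) read before and after 90 min at 30 °C.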
Starred values were filed as active, the others as inactive; ? = inconclusive; . = not tested or not shown; & = joins results of further samples; [ ] = dose if it differs, or a comment. Calls follow the shape of the dose curve; as a rule, active = well fitted curve in the direction sought with a large enough effect; inconclusive = small, poorly fitted or top-dose-only effect, or another doubt; inactive = no such curve, though single readings can be large; an effect the other way counts as inactive or inconclusive. Potency is read from the fitted curve at half-maximal effect. Some of the compounds tested; rates above refer to the full screens.

[1] COc1ccc(S(=O)(=O)N2CCOCC2)cc1NC(=O)/C=C/c1ccc(F)cc1
[2] COc1cc(C(=O)O)c([N+](=O)[O-])c(OC)c1OC
[3] CCOc1ccc(C(=O)Nc2ccc(S(=O)(=O)Nc3nccc(C)n3)cc2)cc1OCC
[4] CCc1ccc(C(=O)Nc2cc(S(=O)(=O)N3CCOCC3)ccc2N2CCOCC2)cc1
[5] CC1(NC(=S)N(CCO)CCO)CCS(=O)(=O)C1 (stereo not given)
[6] Cc1ccc(NC2=NCC(=O)N2CCc2ccccc2)cc1C
[7] CN(C)c1ccc(/C=C2\c3ccccc3C(=O)N2c2ccccc2)cn1
[8] CCC1S/C(=C(\C#N)C(N)=O)N(c2ccc(F)cc2)C1=O (stereo not given)

assay / compound | 1 | 2 | 3 | 4 | 5 | 6 | 7 | 8
RXFP1 agonist | 1.3% | 2.1% | 4.8% | . | 0.5% | 0.4% | . | -0.7%
USP1-UAF1 inh | -25% | -22% | -10% | -10% | -1% | -12% | 36%[activator] | -21%
Vif-APOBEC3G blk | -4% | 1% | 1% | 5% | 2% | 0% | 1% | -1%
TrxR1 inh | 12% | 19% | -5% | 18% | -13% | 6% | . | 11%
12-LOX inh | 16% | ? | 3% | ? | -12% | ? | ? | 0%
Vif-APOBEC3F blk | -5% | -10% | 9% | -5% | 6% | . | 2% | -3%
mIDH1 inhibitor | 0% | 5% | -6% | -6% | 7% | 10% | 3% | 11%
TrxR1 substrate | -3% | 4% | -11% | 2% | -8% | -4% | . | -10%[57.1 µM]
RGS4 inh | -14% | 8% | 3%[56.9 µM] | 5% | -11% | -18% | . | 1%

[9] Cc1cc(CN2CCCC(C(=O)Nc3cccc(-n4cccn4)c3)C2)cc(C)c1O (stereo not given)
[10] COC(=O)c1cc(=O)nc2sccn12
[11] CCOC(=O)c1c(/N=C/N(C)C)sc(C(=O)OC)c1C
[12] Cc1cc(NCCOCCO)n2c(nc3ccccc32)c1C#N
[13] O=C(NCc1ccccc1)C1(C(F)(F)F)CC(CCCO)CCCO1 (stereo not given)
[14] COc1ccc(CC(=O)N[C@@H]2c3ccccc3CC[C@H]2OCc2ccccc2)cc1
[15] COCCNC(=O)[C@H](C)[C@H]1C[C@]1(C)[C@H](NC(=O)OCc1ccccc1)c1ccccc1
[16] CS(=O)(=O)N(Cc1ccccc1Cl)c1ccc(C(=O)NCc2ccccn2)cc1

assay / compound | 9 | 10 | 11 | 12 | 13 | 14 | 15 | 16
RXFP1 agonist | -1.6% | 2.2% | -0.2% | 25% | . | . | -0.4% | 6.7%
USP1-UAF1 inh | -12% | 2% | -10% | -28% | -26% | -17% | -16% | -17%
Vif-APOBEC3G blk | 4% | 0% | 1% | 1% | -8%&2% | -2% | 3% | 2%
TrxR1 inh | -18% | 20% | -21% | 44%[activator] | 26%&9% | 15% | 10% | 0%
12-LOX inh | 0% | 0%[57.4 µM] | 4% | 0% | 7% | 12% | -2% | 1%
Vif-APOBEC3F blk | 2% | -16% | -6% | 0% | -1% | -4% | -3% | -8%
mIDH1 inhibitor | -10% | -3% | 4% | 6% | -4% | 4% | 11% | 6%
TrxR1 substrate | -8% | 37%[activator] | -14% | 448%[activator] | 3%&3% | 3% | 9%[57.1 µM] | -4%
RGS4 inh | 7%[56.9 µM] | 5% | -10% | 18% | -6%&-17% | 6% | -10% | -11%

[17] Cc1cccc(NS(=O)(=O)c2cccc(C(=O)N3CCCCCCC3)c2)c1
[18] CC(C)c1onc(C(=O)N2CCN(c3ccccc3)CC2)c1[N+](=O)[O-]
[19] CC(Cc1ccccn1)NC(=O)c1ccc(OC2CCN(Cc3ccccn3)CC2)cc1 (stereo not given)
[20] N/C(=N\OC(=O)COc1cc(Cl)c(Cl)cc1Cl)c1ccccn1
[21] Cc1cc(C)c2[nH]c(=O)c(CN(Cc3cccs3)C(=S)NCC3CCCO3)cc2c1 (stereo not given)
[22] CCOc1ccc(N(C)S(=O)(=O)c2ccc(-c3cc(C)no3)s2)cc1
[23] CCc1ccccc1NC(=O)CNC(=O)c1cn(Cc2ccccc2)nc1-c1cccnc1
[24] Cc1onc(C(=O)NN)c1-c1csc(COc2ccccc2)n1

assay / compound | 17 | 18 | 19 | 20 | 21 | 22 | 23 | 24
RXFP1 agonist | -0.1% | -6.8% | -2.2% | -0.2% | 0.0% | -1.0% | 0.5% | 1.0%
USP1-UAF1 inh | -19% | -28% | 0% | -27% | -15% | -21% | -2% | -24%
Vif-APOBEC3G blk | 2% | -6% | -3% | -2% | 0% | ? | -5% | -4%
TrxR1 inh | 12% | 14% | -26% | 10%[57.1 µM] | 8% | 8% | 31% | 14%
12-LOX inh | 408%[activator] | 0% | 9% | -1% | ? | -3% | 67%[activator] | 36%[activator]
Vif-APOBEC3F blk | 4% | 6% | 2% | 6% | -5% | -17% | -3% | 0%
mIDH1 inhibitor | 16% | -1% | -1% | 2% | 5% | 5% | 6% | -13%
TrxR1 substrate | -4% | 4% | -9% | 4%[57.1 µM] | 11% | -2% | 15% | 3%
RGS4 inh | -23% | 6% | -6% | -6% | -46% | -20% | ? | 17%

Complete entries from above. Values in the order: RXFP1 agonist	USP1-UAF1 inh	Vif-APOBEC3G blk	TrxR1 inh	12-LOX inh	Vif-APOBEC3F blk	mIDH1 inhibitor	TrxR1 substrate	RGS4 inh
CCOc1ccc(N(C)S(=O)(=O)c2ccc(-c3cc(C)no3)s2)cc1 as listed: -1.0%	-21%	?	8%	-3%	-17%	5%	-2%	-20%
Cc1cccc(NS(=O)(=O)c2cccc(C(=O)N3CCCCCCC3)c2)c1 as listed: -0.1%	-19%	2%	12%	408%[activator]	4%	16%	-4%	-23%
N/C(=N\OC(=O)COc1cc(Cl)c(Cl)cc1Cl)c1ccccn1 as listed: -0.2%	-27%	-2%	10%[57.1 µM]	-1%	6%	2%	4%[57.1 µM]	-6%
CC(C)c1onc(C(=O)N2CCN(c3ccccc3)CC2)c1[N+](=O)[O-] as listed: -6.8%	-28%	-6%	14%	0%	6%	-1%	4%	6%
CCc1ccccc1NC(=O)CNC(=O)c1cn(Cc2ccccc2)nc1-c1cccnc1 as listed: 0.5%	-2%	-5%	31%	67%[activator]	-3%	6%	15%	?

Down the list, from the results shown.
TrxR1 substrate for entries 17 to 20, in order: -4%, 4%, -9%, 4%[57.1 µM]
RGS4 inh for entries 17 to 20, in order: -23%, 6%, -6%, -6%

The listing continues.
[25] COc1ccccc1N(C)S(=O)(=O)c1ccc(C(=O)OCC(=O)c2c[nH]c3ccccc23)cc1
[26] COc1ccc(N(C(C)=O)S(=O)(=O)c2cc(OC)ccc2OC)cc1
[27] COc1ccnc(Nc2ccc(C)c(C)c2)c1C#N
[28] CCc1ccc(NS(=O)(=O)c2ccc(-c3cc(C)no3)cc2)cc1
[29] CCN(CC)C(=O)C(C)N1c2cccc3cccc(c23)S1(=O)=O (stereo not given)
[30] CCCCn1c(-c2csc3ccccc23)n[nH]c1=S
[31] CC(=O)C1=C(C)NC(SCC(N)=O)=C(C#N)C1c1cccs1 (stereo not given)
[32] O=C(C=C=Nc1ccccc1)C(=O)N=C=Cc1ccccc1

assay / compound | 25 | 26 | 27 | 28 | 29 | 30 | 31 | 32
RXFP1 agonist | -0.3% | 2.3% | 1.1% | -0.1% | . | 0.6% | -0.6% | -2.0%
USP1-UAF1 inh | -23% | -15% | 4% | -11% | -15% | -10% | -21% | -8%
Vif-APOBEC3G blk | -2% | 0% | 1% | -8% | 2% | -3% | 0% | ?
TrxR1 inh | 2% | -8% | 16% | 10% | . | -23% | -3% | ?
12-LOX inh | 2% | 2% | 1% | ? | 11% | ? | 0% | 1%
Vif-APOBEC3F blk | -24% | -3% | -3% | -21% | 0% | -16% | -2% | -2%
mIDH1 inhibitor | 2% | 10% | 4% | 16% | 5% | 3% | 2% | 10%
TrxR1 substrate | 3% | -8% | -3% | -11% | . | -6% | 7% | 2%
RGS4 inh | -31% | 17% | -12% | 27% | . | ? | 0% | -9%

[33] CC(C)Cn1c(=O)c2ccccc2n2c(CCC(=O)NCc3ccccn3)nnc12
[34] O=C(/C=C/c1ccc2c(c1)OCCCO2)c1ccccc1O
[35] O=C(CSc1nc2ccccc2o1)NCC1CCCO1 (stereo not given)
[36] COc1ccc(C(=O)N/N=C/c2ccc(OC(=O)c3cccs3)cc2)cc1
[37] CC1(C)CC(=O)C=C(NNC(=O)C2CCCCC2)C1

assay / compound | 33 | 34 | 35 | 36 | 37
RXFP1 agonist | 14% | 1.8% | -1.1% | 1.0% | -0.2%
USP1-UAF1 inh | -4% | -14% | -17% | 0% | -8%
Vif-APOBEC3G blk | 0% | -8% | 4% | 3% | -3%
TrxR1 inh | 18% | ? | 19% | 18% | -31%
12-LOX inh | -9% | -9% | -3% | 6% | -21%
Vif-APOBEC3F blk | 1% | -9% | 10% | -25% | 5%
mIDH1 inhibitor | -8% | 4% | -3% | -1% | 2%
TrxR1 substrate | 11% | -9% | 5% | 4% | -12%
RGS4 inh | -3% | -26% | -1% | -50% | -28%
